Screening data: PubChem BioAssay, several laboratories
GAA850 FXN act: increases GAA850 frataxin promoter reporter activity | 360,000 tested, 0.56% active | activation, % at 6 µM | HEK293 lucGAA850 FXN promoter luciferase reporter, 24 h; percent of 10 µM SAHA response;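 active = activation above the average of all compounds screened plus 3 SD, cutoff fixed separately per campaign, cut at about 7.5% in these data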;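 note: 0% = DMSO wells and 100% = 10 µM SAHA wells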
PG9 binder: binds the HIV-1 gp120 antibody PG9; 360,000 tested, 0.43% active; inhibition, % at 6.7 µM; TR-FRET gp120-PG9 antibody binding; in the data active = inhibition above about 8.5%
SMARCA2 activ: increases SMARCA2 function in MMTV reporter cells. MG213 cells, MMTV-luciferase reporter, dexamethasone, overnight. activation, % at 9.1 µM. 370,000 tested, 1% active; in the data active = activation above about 7.8%;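 note: 0% = vehicle wells and 100% = reference activator wells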
DAX1 inh-1: inhibits human nuclear receptor DAX1; P51843; HEK293 Gal4-DAX1 luciferase reporter, luminescence; inhibition, % at 6.75 µM; 340,000 tested, 0.99% active; AID 504766;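 active = inhibition above the mean over all tested compounds plus 3 SD, cut at about 4.2% in these data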;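 note: 0% = DAX1-transfected cells with DMSO and 100% = empty-vector control cells with DMSO; inhibition shows as a rise in luminescence from relieved DAX1 repression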
Target sequence (P51843 207-470 limits assumed): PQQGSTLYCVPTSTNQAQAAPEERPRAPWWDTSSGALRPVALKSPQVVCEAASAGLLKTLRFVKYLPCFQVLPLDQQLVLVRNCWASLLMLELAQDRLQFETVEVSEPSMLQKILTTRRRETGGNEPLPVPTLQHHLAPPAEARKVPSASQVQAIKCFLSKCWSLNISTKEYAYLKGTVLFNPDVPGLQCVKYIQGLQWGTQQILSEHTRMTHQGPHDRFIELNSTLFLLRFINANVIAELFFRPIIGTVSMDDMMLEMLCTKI
GC-A act: GC-A (human) enzyme activation; 370,000 tested, 0.14% active; activation, % at 10 µM; P16066; AID 1671463; HEK293 GC-A cells, cGMP TR-FRET, EC30 ANP; 0% at EC30 ANP, 100% saturating ANP; in the data active = activation above about 40%
ADAM17 inh: inhibitors of human ADAM17; AID 720648; recombinant ADAM17, EDANS/DABCYL FRET peptide cleavage; inhibition, % at 6.95 µM; 370,000 tested, 0.83% active; P78536;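 active = inhibition above the mean of compounds lying between control limits plus 3 SD, set per campaign, cut at about 8.5% in these data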;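 note: 0% = DMSO-only wells as the low control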
hgDAF12 agonist: agonists of H. glycines DAF-12 nuclear receptor | AID 687014 | activation, % at 6.8 µM | HEK293 GAL4-hgDAF12 UAS-luciferase reporter, agonist luminescence; normalized to butyrate control | 370,000 tested, 1.8% active;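 active = activation above a cutoff set at the mean of all screened compounds plus 3 SD, cut at about 10% in these data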;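 note: 0% = DMSO wells and 100% = sodium butyrate wells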
hcDAF12 agonist: H. contortus DAF-12 activation, primary screen. HEK293 hcDAF-12 lit1-tk-luc reporter, luminescence; 0% DMSO, 100% Δ7-dafachronic acid. activation, % at 6.8 µM. 370,000 tested, 1.4% active. AID 652067;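 active = activation above the mean of all tested compounds plus 3 SD, cut at about 5.5% in these data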;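 note: 100% = response to 3 µM Δ7-dafachronic acid high control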
DAX1 inh-2: DAX1 (NR0B1) inhibition, primary screen; HEK293T StAR-luciferase reporter, SF-1/DAX-1 repression relief; inhibition, % at 6.8 µM; 370,000 tested, 1.1% active; AID 652010;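 active = inhibition above the mean over all tested compounds plus 3 SD, cut at about 3.6% in these data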;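 note: 0% = DAX-1 cells with DMSO and 100% = cells lacking DAX-1 with DMSO; higher inhibition means more luminescence from relief of DAX-1 repression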
ADAM10 inh: inhibitors of human ADAM10; O14672; recombinant ADAM10, EDANS/DABCYL FRET peptide cleavage, 3 h; inhibition, % at 7 µM; 370,000 tested, 0.62% active; AID 720582;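 active = inhibition above a per-campaign cutoff equal to the mean of compounds falling between control-based bounds plus 3 SD, cut at about 20% in these data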;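 note: 0% = DMSO wells while the 100% control is not disclosed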
Target sequence (O14672 214-748 limits assumed): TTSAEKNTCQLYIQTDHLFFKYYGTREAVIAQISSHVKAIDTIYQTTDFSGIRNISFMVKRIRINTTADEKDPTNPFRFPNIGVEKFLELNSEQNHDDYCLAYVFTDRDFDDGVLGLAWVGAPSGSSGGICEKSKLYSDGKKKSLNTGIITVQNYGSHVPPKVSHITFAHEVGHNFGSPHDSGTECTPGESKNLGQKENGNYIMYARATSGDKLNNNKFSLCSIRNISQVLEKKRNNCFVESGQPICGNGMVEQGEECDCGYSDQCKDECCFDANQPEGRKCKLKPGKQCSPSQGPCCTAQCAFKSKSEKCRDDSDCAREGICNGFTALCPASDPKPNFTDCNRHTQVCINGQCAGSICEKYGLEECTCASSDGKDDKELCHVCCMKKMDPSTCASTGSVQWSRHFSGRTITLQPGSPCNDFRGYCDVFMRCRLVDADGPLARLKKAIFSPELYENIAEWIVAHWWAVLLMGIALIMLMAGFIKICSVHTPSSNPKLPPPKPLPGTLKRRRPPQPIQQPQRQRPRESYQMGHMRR
ssDAF-12 act: activates DAF-12 receptor from parasite S. stercoralis; 370,000 tested, 1% active; activation, % at 6.8 µM; HEK293 ssDAF-12/GRIP1 lit1-tk-luc reporter, luminescence; % of 3 µM dafachronic acid response;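 active = activation above the mean over all tested compounds plus 3 SD, cut at about 0.9% in these data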;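 note: 0% = DMSO-only wells and 100% = 3 µM delta7-dafachronic acid wells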
* marks the source's active call; other numbers are inactive results; / = no result given.

SMILES | GAA850 FXN act | PG9 binder | SMARCA2 activ | DAX1 inh-1 | GC-A act | ADAM17 inh | hgDAF12 agonist | hcDAF12 agonist | DAX1 inh-2 | ADAM10 inh | ssDAF-12 act
COc1ccc(C(C)=O)cc1CC(=O)NC1CCCCCC1 | -0.7 | -2.1 | 1 | -1.2 | -2 | 1 | -1.5 | -1.4 | 0.3 | 1 | -0.7
COc1ccccc1NC(=O)NCc1ccco1 | 0.1 | 0.6 | 2 | 0.8 | 0 | -3 | -5.2 | -1.1 | -0.6 | 2 | -1.7
C[C@H]1COc2cc(Br)ccc2S(=O)(=O)N1Cc1cn(Cc2ccc(C(F)(F)F)cc2)nn1 | / | / | -4 | / | -11 | -4 | 3.8 | -2.3 | -0.6 | -3 | -1.5
Cc1ccc(CNC(=O)COC(=O)C2CCN(S(=O)(=O)c3cccs3)CC2)cc1 | -0.3 | -0.8 | -5 | 0.0 | 6 | 0 | 0.2 | -0.5 | 0.4 | 0 | -1.4
CC1=C(C(=O)Nc2ccc(C)cc2)C(c2ccco2)NC(=O)N1 (stereo not given) | -2.5 | -1.5 | 1 | 0.7 | 8 | -7 | -1.5 | 0.2 | -0.4 | -8 | -1.1
CC(=O)Nc1ccc(-c2csc(NC(=O)Cc3ccccc3F)n2)cc1 | -0.4 | 0.1 | -2 | -1.4 | 2 | -2 | -0.2 | -4.2 | 0.0 | -8 | -1.6
Cc1c(/C=N/NC(=O)c2cc(Br)ccc2O)c(=O)n(C)c(=O)n1C | -0.4 | 1.3 | 0 | -0.9 | 3 | -5 | 2.3 | -0.3 | 0.1 | -2 | -0.9
O=C(/C(C=Nc1cccc(C(F)(F)F)c1)=C(/O)c1ccco1)C(F)(F)F | 2.8 | -3.2 | 1 | -0.7 | 0 | 3 | 6.0 | 3.3 | 1.3 | 0 | -0.2
COc1cc(NC(=O)CSc2nnc3c(C)cc4c(C)ccc(C)c4n23)c(C(=O)O)cc1OC | 3.9 | -2.8 | 0 | 0.9 | 1 | -5 | -1.0 | -1.0 | 0.1 | 0 | -1.6
O=C1[C@H](c2ccccc2)[C@@H](c2ccncc2)N1c1ccncc1 | / | 1.0 | 0 | / | -1 | -1 | 3.7 | -3.1 | -1.8 | 0 | -1.2
Cc1nn(-c2ccccc2)c(Cl)c1C1C(C#N)=C(N)OC2=C1C(=O)CCC2 (stereo not given) | -0.3 | -0.6 | -1 | 0.0 | -2 | -7 | 1.5 | -1.9 | 0.1 | -15 | -0.8
CCOC(=O)c1c(NC(=O)CCC(=O)N2CCOCC2)sc2c1CC(C)(C)OC2 | -0.1 | -2.3 | -3 | -0.4 | -4 | 0 | -0.6 | -1.2 | -0.6 | -8 | -1.2
COC(=O)C1=C(C(=O)c2ccccc2)C(c2ccc(OC)c(OC)c2)Nc2nnnn21 (stereo not given) | 0.2 | -0.9 | -2 | 0.1 | 2 | 6 | 2.8 | -0.3 | 0.7 | 12 | -0.5
CCN1CCN(C(=O)c2ccc(CN(c3ccccc3)S(=O)(=O)c3ccccc3)cc2)CC1 | 1.1 | 3.1 | -3 | -0.7 | 3 | 0 | 1.5 | -1.7 | 0.2 | -4 | -0.7
CN(Cc1ccccc1)C(=O)c1cccc(NC(=O)Cc2ccc(NC(=O)C3CCCN(C(=O)C4CCCC4)C3)cc2)c1 (stereo not given) | 1.8 | -0.5 | -1 | 0.8 | 3 | -2 | -0.9 | -3.1 | -1.9 | 0 | -1.3
c1ccc2nc3[nH]cnc3nc2c1 | -0.5 | -0.1 | 3 | 0.8 | -5 | -103 | 0.8 | -0.3 | 0.5 | -305 | -0.4
COC(=O)Cn1cnc2c1c(=O)n(C)c(=O)n2C | -1.7 | -0.8 | 0 | 0.6 | -2 | -1 | 1.0 | 0.7 | 0.6 | -1 | -0.6
COc1cccc(OC)c1C(=O)NC(=O)Nc1c(C)cccc1C | 0.1 | -0.9 | 1 | 2.5 | 1 | -2 | 1.3 | -2.7 | 0.3 | -1 | -1.6
O=C(CN1C(=O)/C(=C/c2ccccc2F)SC1=S)NC1C=CS(=O)(=O)C1 (stereo not given) | -0.3 | -1.9 | 3 | 0.9 | -3 | 2 | -1.9 | -1.1 | 0.1 | 10 | -0.8
NC(=O)C1CCN(C(=O)c2ccc([N+](=O)[O-])cc2NC(=O)c2cccs2)CC1 | 1.0 | 0.1 | 1 | -0.7 | 0 | -1 | -0.5 | 0.4 | -0.1 | 3 | -0.8
CCN1CCN(c2cc(C)nc(-c3ccccc3O)n2)CC1 | -0.2 | -2.1 | 1 | 0.5 | 0 | -4 | 5.1 | 1.0 | -0.5 | -3 | -1.7
Cc1cccc(NC(=O)C2=C(O)c3ccccc3N(C)S2(=O)=O)c1 | 1.5 | 1.6 | -4 | -0.1 | -1 | -12 | -1.6 | -0.3 | 0.1 | -44 | -0.8
CCOC(=O)C1=C(N)Oc2c(oc(CO)cc2=O)C1c1ccc(F)cc1 (stereo not given) | -1.4 | -0.8 | -1 | 1.1 | 8 | -5 | -2.1 | -0.8 | -0.1 | -5 | -1.6
O=C1CC(c2cccs2)c2ccc3ccccc3c2N1 (stereo not given) | 1.9 | 1.1 | -2 | 1.0 | 1 | -1 | 1.3 | 0.0 | 0.1 | -1 | -0.8
CC(CNS(=O)(=O)c1ccccc1)(c1ccccc1)N1CCCCC1 (stereo not given) | -1.4 | -0.4 | 0 | -2.5 | -11 | -3 | 1.0 | -2.4 | -0.2 | 5 | -1.9
COc1ccc2ccccc2c1/C=N/NC(=O)c1nnn(-c2nonc2N)c1CN(C)C | -0.7 | 1.9 | -1 | -0.1 | -2 | 3 | 0.8 | -1.3 | 0.3 | -2 | -1.1
CCCNC(=O)COC(=O)c1cc(C)nc2ccccc12 | -0.2 | 1.0 | -3 | -1.2 | -4 | -9 | 0.3 | -1.0 | 0.0 | -24 | -1.4
CN(CCN1CCOCC1)C(=O)c1cc(COc2ccc(F)c(F)c2)on1 | 4.8 | -0.5 | 1 | 0.5 | 2 | -3 | 4.9 | -0.1 | 0.7 | -16 | -0.3
Cc1ccc([C@H]2C[C@H](n3cc(C4CC4)nn3)[C@@H](O)CN2C(=O)C2CCCCC2)cc1 | -0.2 | -1.2 | 3 | 2.5 | 0 | -2 | -0.2 | -0.6 | 0.0 | 2 | -1.4
COC(=O)c1ccc(NC(=O)CSc2nc3ccccc3c(=O)[nH]2)cc1 | 1.3 | 0.8 | 0 | 0.2 | -3 | -3 | 1.4 | 1.8 | 0.5 | -4 | -1.8
NC(=O)C1CCN(C2CC(=O)N(Cc3ccc(N4CCCC4=O)cc3)C2=O)CC1 (stereo not given) | 0.0 | -1.6 | 4 | 1.1 | 0 | -2 | 2.2 | -0.7 | -0.1 | -7 | -1.1
Cn1c(N)c(C(=O)COC(=O)C23CC4CC(CC(C4)C2)C3)c(=O)n(C)c1=O | -1.4 | -1.8 | 0 | 0.4 | 6 | 1 | 0.1 | -2.1 | -0.5 | 6 | -1.2
Cc1ccc(NC(=O)C2CCN(S(=O)(=O)c3ccc4c(c3)NC(=O)CO4)CC2)cc1C | 0.5 | 1.0 | -2 | -0.2 | -18 | 3 | -1.4 | -1.5 | -0.5 | 13 | -1.4
Cc1c(NC(=O)CN2C(=O)c3ccccc3S2(=O)=O)c(=O)n(-c2ccccc2)n1C | -2.4 | -1.1 | 0 | -0.6 | 2 | -5 | 1.2 | -1.1 | -0.7 | 0 | -1.2
COc1ccc(NC(=O)C2CC(=O)N/C(=N/N=C/c3ccccc3)S2)cc1 (stereo not given) | 0.3 | -0.2 | 0 | 3.9 | -1 | -1 | -0.4 | 0.5 | -0.3 | 2 | -1.2
CCN1C(Nc2ccccc2)=NC[C@@H]1C | 0.9 | 0.9 | 0 | 0.7 | 0 | -2 | 2.6 | 0.8 | -0.5 | -1 | -1.4
CCNC(=O)c1cc(S(=O)(=O)N2CCSCC2)ccc1OC | 1.6 | -0.5 | 0 | 0.0 | 0 | -5 | -3.0 | -0.9 | -0.4 | -11 | -0.9
O=C(CCCCl)NC(=S)Nc1ccc(CN2CCOCC2)cc1 | 0.0 | -0.8 | -2 | -0.3 | 3 | -2 | 3.2 | 1.4 | -0.7 | 4 | -1.0
O=C(Nc1cccc(C(=O)O)c1)/C(=C\c1ccco1)NC(=O)c1ccccc1 | 0.2 | -1.8 | 0 | 1.0 | 3 | -4 | -0.5 | 1.4 | 0.4 | -5 | -1.0
Cc1ccc(N(CC(=O)Nc2ccc(C)cn2)S(=O)(=O)c2c(C)nn(C)c2C)cc1 | -1.9 | 0.6 | -2 | 0.7 | -1 | 2 | 1.2 | -1.1 | -0.3 | 9 | -1.5
COc1ccc(S(=O)(=O)NCC2CCCO2)cc1NC(=O)c1ccc(Cl)cc1 (stereo not given) | -0.7 | -0.3 | -1 | -1.9 | 2 | 0 | -2.2 | -1.2 | -2.5 | -9 | -0.9
CC(C)CCNc1ncnc2c1nnn2Cc1ccccc1 | 0.0 | -1.8 | 3 | 1.5 | 0 | 0 | 0.1 | -0.7 | 0.2 | 10 | -1.2
COC(=O)C1CN(Cc2ccccc2)CCS(=O)(=O)N1Cc1cn(Cc2cccc(Cl)c2)nn1 (stereo not given) | / | / | -3 | / | -10 | 0 | 0.5 | 0.5 | -1.7 | 1 | -1.7
CC(=O)N1CCN(CC(=O)Nc2cccc(S(=O)(=O)N3CCCCCC3)c2)CC1 | 3.3 | -1.2 | 0 | -0.8 | -3 | 1 | 1.4 | -0.9 | 0.2 | -2 | -1.3
COC(=O)CN1C(=O)COc2ccc(S(=O)(=O)NCc3ccccc3)cc21 | -1.8 | 1.9 | 0 | 0.8 | 5 | -3 | 0.6 | -1.6 | -0.5 | -11 | -0.2

Some of the entries above in a different format.
Value order: GAA850 FXN act	PG9 binder	SMARCA2 activ	DAX1 inh-1	GC-A act	ADAM17 inh	hgDAF12 agonist	hcDAF12 agonist	DAX1 inh-2	ADAM10 inh	ssDAF-12 act
- CC(=O)N1CCN(CC(=O)Nc2cccc(S(=O)(=O)N3CCCCCC3)c2)CC1
  3.3	-1.2	0	-0.8	-3	1	1.4	-0.9	0.2	-2	-1.3
- COC(=O)CN1C(=O)COc2ccc(S(=O)(=O)NCc3ccccc3)cc21
  -1.8	1.9	0	0.8	5	-3	0.6	-1.6	-0.5	-11	-0.2

More results.
SMILES | GAA850 FXN act | PG9 binder | SMARCA2 activ | DAX1 inh-1 | GC-A act | ADAM17 inh | hgDAF12 agonist | hcDAF12 agonist | DAX1 inh-2 | ADAM10 inh | ssDAF-12 act
CCC(=O)c1ccc(OCC(=O)NCC2(N3CCCCC3)CCCCC2)cc1 | -1.0 | -0.1 | -3 | -1.1 | -2 | 3 | -1.6 | 1.0 | 0.8 | 5 | -1.5
CCOC(=O)c1c(NC(=S)NC(=O)c2ccco2)sc2c1CCCC2 | 1.8 | -0.1 | -1 | 0.3 | -10 | -2 | -0.6 | -1.3 | -0.3 | 2 | -1.0
COc1cc(CC(=O)OCn2nnc3ccccc3c2=O)cc(OC)c1OC | 2.0 | -3.4 | -3 | 1.5 | 3 | -6 | -0.4 | 0.1 | -0.2 | 11 | -1.5
CCCC(=O)N1CCN(c2nc3ccc(Cl)cc3s2)CC1 | 1.9 | -0.9 | -1 | -0.3 | 9 | -2 | 6.2 | -2.9 | 0.0 | 3 | -0.9
COc1ccc(/C=C(\C#N)C(=O)OCC(=O)NCc2ccccc2)cc1 | 2.2 | -2.5 | 0 | 0.2 | -1 | 0 | 1.0 | -0.8 | 0.3 | 1 | -1.1
